MgcRacGAP inhibition: MgcRacGAP GTPase-activating activity inhibitors, confirmation, biochemical, ADP Hunter fluorescence; Rac GTPase-activating protein 1 (Homo sapiens); MgcRacGAP-stimulated Rac1 GTP hydrolysis, ADP Hunter fluorescence; higher % means a stronger effect; GST-tagged Rac1 F28L mutant substrate; inhibition, % at 30 µM; hits with a dose series show IC50 in µM; actives 0.6% (n = 340,000); AID 624330, 2012;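 active = first-screen hits whose inhibition reached a set limit at any dose in the follow-up dose series; inconclusive = inhibition above the set first-screen limit but never retested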;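 also: fluorescence reports GDP produced by GAP-driven GTP hydrolysis; strong numbers were not always called active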
LYP inhibition: inhibitors of LYP phosphatase, biochemical, fluorescence intensity, uHTS (AID 1779); Tyrosine-protein phosphatase non-receptor type 22 (Homo sapiens); recombinant LYP phosphatase, fluorescence intensity; higher % means a stronger effect; inhibition, % at 11.5 µM, or IC50 in µM where a hit was titrated; actives 0.054% (n = 290,000); in the data active = inhibition above about 50%;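 also: plate controls were vehicle with enzyme for no effect and no enzyme for full effect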
Salmonella PhoP GFP: inhibitors of PhoP regulon expression, primary screen, Salmonella Typhimurium, GFP reporter (AID 1863). inhibition, % at 50 µM; hits with a dose series show IC50 in µM. S. Typhimurium PhoP-regulated promoter GFP reporter, 4 h; higher % means a stronger effect. actives 0.16% (n = 300,000);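 active = inhibition over 29.93%, a cutoff 3 SD above the screen mean, later confirmed by dose response; inconclusive = inhibition over 29.93% but no dose response follow-up; inactive = inhibition at most 29.93% or unconfirmed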;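 also: 0% = low Mg2+ inducing control and 100% = high Mg2+ repressing control; strong numbers were not always called active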
ER stress rescue: rescue of cells from ER stress-induced death, primary screen, 384-well, CSM14.1, thapsigargin, ATP luminescence (AID 1222) | 190,000 tested, under 10 active | cellular ATP content (survival), % at 20 µM, or EC50 in µM where a hit was titrated | CSM14.1 thapsigargin-induced death rescue, ATP luminescence; higher % means a stronger effect;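 active = EC50 below 50 µM in the dose-response confirmation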;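 also: death triggered by thapsigargin at about 15 µM added after 2 h compound pretreatment; cell ATP read after overnight thapsigargin exposure of roughly 18 to 22 hours; normalized against plate controls of thapsigargin alone and 5% DMSO vehicle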
NS5 inhibitors: Dengue-2 NS5 methyltransferase inhibitors, primary screen, biochemical, confirmation dose response (AID 588689); inhibition, % at 25 µM; hits with a dose series show IC50 in µM; Genome polyprotein (Dengue virus type 2 (strain 16681-PDK53)); Dengue-2 NS5 methyltransferase capping enzyme assay, biochemical; higher % means a stronger effect; actives 0.3% (n = 340,000); in the data active = a potency from the dose series; inconclusive = inhibition above about 29% without an active follow-up result
West Nile virus CPE: West Nile virus antiviral activity, cell-based, CPE readout (AID 1621) | actives 0.02% (n = 290,000) | West Nile virus-infected cells, CPE inhibition; higher % means a stronger effect | CPE inhibition, % at 10 µM; hits with a dose series show IC50 in µM; in the data active = a potency from the dose series; inconclusive = CPE inhibition mostly from about 3.7% at the one dose, without a potency; inactive = the rest, 99 in 100 with CPE inhibition below about 2.2%; also: strong numbers were not always called active
SV40 large T antigen: SV40 large T antigen inhibitors, biochemical (AID 1903) | SV40 large T antigen ATPase/helicase inhibition assay; higher % means a stronger effect | one-dose inhibition, % at 20 µM; IC50 in µM for titrated hits | actives 0.39% (n = 310,000); in the data active = a potency from the dose series; inconclusive = inhibition mostly from about 32% at the one dose, without a potency; inactive = the rest, 99 in 100 with inhibition below about 32%; also: strong numbers were not always called active
GPR35 arrestin U2OS: GPR35 antagonists blocking zaprinast-driven arrestin recruitment, primary screen, imaging, U2OS, beta-arrestin-GFP, zaprinast agonist (AID 2058); U2OS GPR35 beta-arrestin-GFP translocation imaging, zaprinast antagonism; higher % means a stronger effect; G-protein coupled receptor 35 (Homo sapiens); actives 0.052% (n = 290,000); inhibition, % at 10 µM; hits with a dose series show IC50 in µM;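 active = inhibition of at least 50% with at least 30 cells and total cytoplasm GFP at most 10,000,000; inconclusive = under 30 cells or total GFP of 10,000,000 plus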
RSV CPE inhibition: RSV antiviral activity via CPE protection, HEp-2 cells, primary 10 µM value included (AID 2391); HEp-2 cells, RSV-induced CPE inhibition; higher % means a stronger effect; CPE inhibition, % at 10 µM, or IC50 in µM where a hit was titrated; actives 0.13% (n = 310,000); in the data active = a potency from the dose series; inconclusive = CPE inhibition mostly from about 23% at the one dose, without a potency; inactive = the rest, 99 in 100 with CPE inhibition below about 21%; also: strong numbers were not always called active
An asterisk follows results filed as active; ? = inconclusive; · = no result given.

Every second line gives: MgcRacGAP inhibition	LYP inhibition	Salmonella PhoP GFP	ER stress rescue	NS5 inhibitors	West Nile virus CPE	SV40 large T antigen	GPR35 arrestin U2OS	RSV CPE inhibition
1: CCOC(=O)NN1C(=O)c2ccccc2NC1c1cccs1 (stereo not drawn)
    5%	-10%	7%	·	-5%	-0.2%	14%	6%	-0.1%
2: COc1cccc(-n2c(C)c(C(C)=O)c(C(C)=O)c2C)c1
    9%	-10%	-2%	-1.5%	-2%	0.9%	19%	0%	-0.1%
3: COc1ccc(-c2noc3c2-c2nc(-c4ccccc4C)sc2CC3)cc1
    ·	·	-10%	·	·	?	11%	·	0.6%
4: COc1cc(NC(=O)c2cccs2)c(OC)cc1NC(=O)c1ccco1
    6%	-4%	1%	1.2%	-3%	-0.3%	1%	14%	3.5%
5: NC(=O)c1cc([N+](=O)[O-])cc2c1C=Cc1ccccc1O2
    6%	-1%	-2%	·	-6%	0.6%	33%	-2%	1.3%
6: Cc1ccnc(NS(=O)(=O)c2ccc(Oc3ccccc3)cc2)c1
    5%	-4%	-5%	-2.7%	0%	-1.1%	9%	-19%	2.6%
7: CCNC(=O)c1nc[nH]c1C(=O)NCC
    1%	-7%	-2%	0.4%	-1%	-0.1%	7%	-5%	-0.3%
8: CC(C)N1CC(COc2ccccc2Cl)OC1=O (stereo not drawn)
    4%	·	·	·	-9%	·	8%	·	2.6%
9: CC(NC(=O)c1noc2c1CCCCC2)c1ccccc1 (stereo not drawn)
    4%	-8%	6%	·	-2%	-0.4%	-1%	2%	2.2%
10: N/C(Cn1cncn1)=N\NC(=O)C(=O)Nc1ccccc1
    1%	-4%	-2%	1.2%	-2%	0.4%	8%	19%	-0.7%
11: COc1ccc(CC(=O)NCCCSc2ccccc2)cc1OC
    6%	-2%	0%	·	-2%	-0.9%	21%	8%	0.0%
12: CC(=O)C(Cc1ccccc1)(Cc1ccccc1)C(C)=O
    13%	-5%	-6%	·	·	-0.6%	3%	1%	3.0%
13: CCOC(=O)c1cc2ccc3ccccc3c2s1
    -1%	-1%	3%	-3.1%	-4%	0.1%	4%	5%	1.9%
14: Cc1ccc(NC(=O)Nc2cccc3ccccc23)cc1
    3%	-8%	-6%	·	-4%	-0.5%	11%	0%	0.3%
15: Cc1ccc(NC(N)=S)cc1
    1%	-7%	-11%	-2.7%	-7%	-0.1%	9%	-12%	0.7%
16: CCc1ccc(C(=O)NNc2ccc(C)c(Cl)c2)cc1
    ·	-1%	-3%	·	·	?	7%	-4%	-0.2%
17: Cc1nc(C)c(C(=O)Nc2cccc(F)c2)s1
    -4%	-3%	-6%	·	-11%	-0.1%	18%	-2%	-0.8%
18: Cc1noc(C)c1S(=O)(=O)NC1CCCc2ccccc21 (stereo not drawn)
    3%	-5%	-7%	0.5%	-12%	-0.3%	3%	-7%	3.4%
19: COc1ccc(N=C(N)N=C(N)N)c(OC)c1
    -7%	-6%	-1%	-2.0%	-3%	-0.2%	7%	4%	2.1%
20: CCOc1ccccc1NC(=O)CSc1nnc(CCC(=O)Nc2ccccc2F)n1C
    11%	-10%	2%	·	3%	-0.4%	5%	8%	0.8%
21: O=C(O)C(O)c1ccco1 (stereo not drawn)
    20%	0%	-4%	-2.1%	·	2.4%	34%	-7%	·
22: CN1CCN(C(=O)CCc2nc(-c3ccc(Cl)cc3)no2)CC1
    -2%	-13%	-7%	-1.2%	-2%	-0.8%	4%	11%	-0.5%
23: O=C(CSc1nc2ccccc2[nH]1)N=Nc1c(O)[nH]c2ccccc12
    9%	0%	1%	0.2%	3%	-0.1%	12%	-2%	1.8%
24: O=c1[nH]c2ccccc2n1Cc1ccc(Cl)cc1
    10%	-6%	14%	1.7%	-8%	-0.2%	7%	-27%	0.8%
25: CSCCC(NS(=O)(=O)c1cccc(C(F)(F)F)c1)C(=O)N(C)Cc1ccc2c(c1)OCCO2 (stereo not drawn)
    6%	-1%	8%	·	-4%	0.1%	27%	-2%	4.4%
26: COc1ccc(CNc2c(CO)cnc3c2cnn3C)cc1
    3%	-8%	-3%	1.2%	1%	1.0%	5%	-14%	-0.4%
27: Cc1c(C(=O)N2CCOCC2)c(S(=O)(=O)Nc2cccc(Br)c2)c(C)n1C
    1%	-7%	12%	·	-7%	-0.4%	-2%	6%	1.3%
28: O=C(CSc1nnc(C2CC2)n1Cc1ccco1)NCC(F)(F)F
    -2%	-15%	-3%	-0.6%	-7%	-0.1%	5%	-14%	-0.3%
29: CCN(CC)c1nc(N)c(C#N)c(CC#N)c1C#N
    9%	·	-5%	·	-1%	-0.4%	15%	·	-1.9%
30: CCCCN(C)CCCNC(=O)C1CC(=O)N(Cc2ccc(OC)cc2)C1 (stereo not drawn)
    14%	-9%	-1%	-1.2%	-5%	1.1%	27%	-8%	-1.5%
31: CCCn1c(SCC(=O)Nc2cc(C)on2)nc2c1c(=O)n(C)c(=O)n2C
    9%	·	·	·	-2%	0.0%	·	·	-0.5%
32: Cn1c(=O)n(Cc2ccccc2)c2ccccc21
    10%	-7%	-4%	4.2%	-2%	0.6%	18%	-2%	3.1%
33: Cn1nc(C(=O)Nc2ccc(S(=O)(=O)NCc3ccco3)cc2)c2ccccc2c1=O
    ·	-3%	-9%	·	·	-0.5%	8%	-7%	-0.4%
34: Cc1ccc(S(=O)(=O)NCc2cccnc2)cc1C(=O)N1CCCC1
    6%	-7%	0%	·	-3%	-0.3%	8%	-11%	2.9%
35: Cc1ccc(-c2noc(CCC(=O)Nc3ccc(C)cn3)n2)cc1
    11%	-3%	14%	-1.5%	-2%	-0.1%	-1%	-2%	1.9%
36: O=C(Cc1c(O)c2ccccc2[nH]c1=O)NCc1cccc(F)c1
    3%	-3%	-3%	1.5%	1%	0.6%	10%	10%	0.9%
37: COc1cccc(NC(=O)C2CCN(S(C)(=O)=O)CC2)c1
    8%	-2%	19%	-2.6%	-5%	0.5%	-3%	-15%	1.3%
38: CCn1cc(C(=O)N2CCCC(N3CCN(c4cccc(C(F)(F)F)c4)CC3)C2)cn1 (stereo not drawn)
    7%	-3%	7%	·	-3%	0.3%	2%	10%	2.4%
39: COc1cccc(-n2c(C)nc3c(cnn3-c3ccc(Cl)cc3)c2=O)c1
    8%	1%	-7%	-1.8%	-6%	-0.2%	3%	-1%	7.3%
40: N#Cc1cccnc1N1CCN(C(=O)c2ccccc2)CC1
    3%	-5%	6%	·	-7%	0.5%	5%	-4%	8.3%
41: O=C(c1cc([N+](=O)[O-])cc([N+](=O)[O-])c1)N1CCOCC1
    1%	-6%	2%	-1.4%	-3%	0.2%	19%	-9%	1.0%
42: Cc1cc(-c2ccccc2C(=O)O)on1
    6%	-5%	5%	1.0%	1%	0.2%	1%	4%	1.0%
43: CCOC(=O)NC(=O)CSc1nc2ccc(OCC)cc2[nH]1
    7%	2%	0%	-1.6%	0%	·	3%	0%	1.2%
44: CCOC(=O)N1CCN(C(=O)CCN2C(=O)COc3ccc(C)cc32)CC1
    0%	-7%	-7%	·	-6%	-0.1%	1%	-3%	0.4%
45: CCN1CCN(C(=O)N2CCOCC2)CC1
    7%	-4%	·	0.4%	-3%	-0.2%	·	10%	1.7%
46: Cc1cnc(C(=O)Nc2ccc(N3CCOCC3)cc2)cn1
    8%	-4%	-14%	-0.8%	-10%	0.0%	7%	-12%	0.3%
47: COCCCNC(=O)c1cc2c(=O)n(C)c3ccccc3c2n1C
    11%	-8%	6%	-3.1%	-4%	0.5%	4%	4%	1.9%
48: COCCCNC(=S)N1CCCN(c2nc3cc(C)c(C)cc3cc2C#N)CC1
    5%	-4%	4%	-0.9%	-8%	-2.0%	1%	-9%	6.9%
49: CN(CCC#N)C(=O)c1cc2c(Cl)nc3ccccc3c2s1
    ·	-3%	-4%	·	2%	-1.1%	6%	13%	1.6%
50: CCc1noc(C)c1C(=O)Nc1cccc2ncccc12
    4%	-5%	-4%	·	-5%	-0.2%	19%	4%	1.7%
51: COc1ccc(S(=O)(=O)N2CCOC2CNC(=O)C(=O)NCc2ccc3c(c2)OCO3)cc1OC (stereo not drawn)
    1%	-9%	-5%	·	-4%	-0.8%	2%	-5%	1.4%
52: NS(=O)(=O)c1ccc(NC(=O)COC(=O)CCc2c[nH]c3ccccc23)cc1
    -1%	0%	-6%	-0.7%	-19%	-0.5%	21%	-20%	0.4%
53: CCN(Cc1ccccc1)C(c1cc2ccc(C)cc2[nH]c1=O)c1nnnn1CCOC (stereo not drawn)
    7%	-5%	-17%	2.3%	-2%	0.0%	-1%	-5%	2.4%
54: Cn1nccc1C(=O)NC1CCN(Cc2ccccc2)CC1
    7%	-9%	0%	·	4%	-0.7%	7%	-4%	0.9%
55: O=C(CSc1nnc(NC(=O)c2ccc(F)cc2)s1)NCc1ccco1
    8%	1%	-6%	·	1%	-0.1%	2%	8%	3.0%
56: Cc1ccc(CCNC(=O)C2CCCN(S(C)(=O)=O)C2)cc1 (stereo not drawn)
    6%	-5%	5%	·	0%	0.7%	19%	-8%	2.0%
57: CCC(=NCc1ccc(Cl)c(Cl)c1)c1nc(-c2ccco2)oc1O
    10%	4%	-3%	-2.3%	-4%	-1.1%	14%	-15%	16%
58: O=C(NCc1cc(C(F)(F)F)ccc1F)C1CCC(=O)N(C2CC2)C1 (stereo not drawn)
    7%	-5%	-4%	·	-4%	-0.3%	7%	-11%	1.5%
59: CCSc1ccc(C(=O)NCC(=O)O)cc1
    7%	-3%	-13%	·	-4%	-0.1%	8%	10%	1.2%
60: CS(=O)(=O)Nc1ccc(C(=O)N2CC(=O)Nc3ccccc32)cc1
    16%	-12%	-4%	·	·	0.2%	13%	-6%	0.5%

Following part
Every second line gives: MgcRacGAP inhibition	LYP inhibition	Salmonella PhoP GFP	ER stress rescue	NS5 inhibitors	West Nile virus CPE	SV40 large T antigen	GPR35 arrestin U2OS	RSV CPE inhibition
61: CCOc1ccc(C(=O)CSc2nnc(N)s2)cc1
    14%	-8%	11%	-0.4%	-6%	-0.4%	2%	22%	1.9%
62: COc1ccc(CNC(=O)C2CCN(S(=O)(=O)c3ccc4nc5c(c(C(=O)O)c4c3)CC(C)CC5)CC2)cc1 (stereo not drawn)
    7%	-10%	-2%	·	-16%	0.3%	11%	12%	1.6%
63: O=C(CSc1ncc(C(F)(F)F)cc1Cl)NCC1CCCO1 (stereo not drawn)
    3%	-8%	1%	·	-10%	0.0%	15%	0%	0.2%
64: CCCCCN(C(=O)CCCSc1nncs1)c1c(N)n(CCCC)c(=O)[nH]c1=O
    1%	-4%	6%	-0.2%	-11%	0.9%	12%	-10%	3.0%

Bioassay records (PubChem)
